# Screening data deposited in PubChem BioAssay by Fisher Drug Discovery Resource Center.
# NPYLR7 ag: agonists of mosquito NPYLR7 receptor, primary screen, cell-based, Aedes aegypti, calcium fluorescence, mosquito biting behavior; Aedes aegypti neuropeptide Y-like receptor 7 (NPYLR7); HEK293T NPYLR7/Galpha15, GCaMP6s calcium fluorescence; activation, % at 10 µM; hit rate 0.15% among 270,000; AID 1259423, 2018; in the data active means activation above about 40%;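 further: 0% = vehicle and 100% = reference agonist at the receptor; some compounds past the cut are filed as inactive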
# mcGAS inh: cyclic GMP-AMP synthase inhibitors, mouse, primary biochemical chemiluminescence | Q8C6L5 | recombinant cGAS, Kinase-Glo ATP depletion luminescence | inhibition, % at 12.5 µM | hit rate 0.15% among 160,000 | AID 1259399, 2018;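 further: 0% = negative control wells and 100% = reference inhibitor with no enzyme activity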
# hcGAS inh: Primary biochemical luminescence assay for human cyclic GMP-AMP synthase inhibitors | Q8N884 | recombinant h-cGAS, ATP depletion, Kinase-Glo luminescence | inhibition, % at 12.5 µM | hit rate 0.081% among 290,000;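 further: 0% = vehicle reaction and 100% = reaction without DNA for no activity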
# Target sequence (Q8N884 whole entry, looked up): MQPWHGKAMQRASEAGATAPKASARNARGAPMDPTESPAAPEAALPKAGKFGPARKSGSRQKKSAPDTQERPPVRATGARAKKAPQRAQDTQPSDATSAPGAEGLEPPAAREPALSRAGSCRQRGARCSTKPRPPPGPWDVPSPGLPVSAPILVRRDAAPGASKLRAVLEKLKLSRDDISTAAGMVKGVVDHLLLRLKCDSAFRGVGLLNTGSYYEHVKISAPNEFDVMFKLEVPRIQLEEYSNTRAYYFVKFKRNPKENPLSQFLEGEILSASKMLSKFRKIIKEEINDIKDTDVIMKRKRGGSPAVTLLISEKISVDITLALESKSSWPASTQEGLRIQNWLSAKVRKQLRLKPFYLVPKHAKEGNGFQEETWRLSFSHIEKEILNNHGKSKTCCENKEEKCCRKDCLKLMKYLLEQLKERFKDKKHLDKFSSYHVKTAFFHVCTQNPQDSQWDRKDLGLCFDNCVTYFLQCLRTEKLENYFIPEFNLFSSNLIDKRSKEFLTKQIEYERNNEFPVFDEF
# * marks the source's active call; other numbers are inactive results; / = not tested or not shown. Unless noted, no stated cut-off is given here; in the data, active means inhibition above about 40%; inactive means the rest.
# Every second line gives: NPYLR7 ag, mcGAS inh, hcGAS inh
> CN1C(C)(C)CC(NC(=O)CN2C(=O)C(c3ccccc3)NC(=O)c3ccccc32)CC1(C)C (stereo not given)
    -1, /, -7
> Cc1ccc(C)c(Cn2cnc3c(nnn3-c3ccc(C)c(Cl)c3)c2=O)c1
    -4, -7, -3
> O=C(/C=C\c1ccccc1)NCc1cc(-c2cc3ccccc3o2)on1
    1, -9, -13
> NCC1Cc2cc(-c3nccc4occc34)cc(Cl)c2O1 (stereo not given)
    1, -19, -4
> COc1ccc(-c2cc(C(=O)NCC3(O)CCCNCC3)[nH]n2)cc1 (stereo not given)
    4, /, -8
> COc1ccc(C2=NN(C(=O)CN3CCN(C(C)=O)CC3)C(c3cc(OC)ccc3OC)C2)c(OC)c1 (stereo not given)
    9, -4, -8
> CNc1oc(-c2ccc(COc3ccccc3)o2)nc1C#N
    -1, -8, -5
> O=C(CCCC1CCCCC1)NS(=O)(=O)c1cccc2nsnc12
    -3, /, 4
> C=CCn1c(SCC(=O)NCCCN2CCOCC2)nc2sc3c(c2c1=O)CCCC3
    -2, -3, -6
> CCOc1ccc2[nH]c(=O)c(CN3C[C@H](O)[C@@H](N4CCOCC4)C3)cc2c1
    -1, /, -5
> Cc1csc(NC(=O)Cc2cc(Cl)c3c(c2)OCCO3)n1
    0, -9, -15
> Fc1ccc(F)c(C2c3[nH]c4ccccc4c3CCN2Cc2ccccn2)c1 (stereo not given)
    -3, 0, 5
> O=C(CCN1C(=O)NC2(CCCC2)C1=O)N=c1sccn1Cc1ccccc1
    -4, /, 20
> CCOC(=O)c1sc2nc(CN(C)Cc3cccc(Cl)c3)[nH]c(=O)c2c1C
    5, /, 5
> COc1ccc(CCC(=O)N2CCCC(Nc3ccccc3)C2)cc1OC (stereo not given)
    2, /, -8
> C=CCn1nnc(NC(=O)c2ccc(C)cc2)n1
    0, /, -7
> CCOC(=O)CSc1nnc(NCC(=O)OC)c(=O)[nH]1
    2, /, -13
> Nc1ccc(-c2nc3cc(Cl)ccc3o2)c(Cl)c1
    6, -6, -2
> COc1ccccc1OCC(=O)N=Nc1c(O)[nH]c2ccc(Br)cc12
    0, -7, -9
> N#CCCCCS(=O)(=O)c1ccnc2ccccc12
    8, -12, -9
> CC(C)(C)CC(C)(C)NC(=S)NC(=O)c1ccco1
    3, -4, 0
> Cc1ccc(C(=O)NCCC2CCCO2)c(O)c1C (stereo not given)
    2, -9, -2
> CCN(CC)c1ncccc1CNC(=O)c1ccnc(NC)c1
    3, /, -9
> CC1C2CC(C(CN(C)C)/C2=N\O)C1(C)C (stereo not given)
    -10, /, -6
> Cc1cnccc1NCCNC(=O)c1cnn2c1CCCC2
    -1, /, 1
> CC(C)N(CC(=O)N1CCc2sccc2C1COc1ccc(F)cc1)CC(O)Cc1ccccc1 (stereo not given)
    6, -4, -2
> COc1cn(C)c(C(=O)Nc2ccc(Cl)cc2)cc1=O
    -4, /, -5
> COc1coc(C(=O)Nc2ccc(F)c(F)c2)cc1=O
    -1, /, -1
> COc1cc(C(=O)N2CCC(C(=O)c3ccc4c(c3)OCCO4)CC2)c([N+](=O)[O-])cc1OC
    1, -7, -6
> CCCCCCCCC(=O)Nc1c(-c2ccc(OC)c(OC)c2)nc2cc(C)ccn12
    -1, -8, -5
> C[C@H]1CC[C@@H](C(C)(C)O)CC2=C1CC[C@@H]2C
    4, -3, -3
> O=C(/C=C/c1ccc([N+](=O)[O-])cc1)N(Cc1ccccc1)Cc1cccn1Cc1ccc(F)cc1
    2, -5, -11
> Cc1ccc(Cc2nc(N3CCN(C(=O)c4cccc(F)c4)CC3)c3c(-c4cccnc4)noc3n2)cc1
    12, -4, -1
> Cc1[nH]n(C(C)(C)C)c(=O)c1C1=C(N2CCC(C)CC2)C(=O)N(Cc2ccc(F)cc2)C1=O
    /, -3, -3
> Cc1ccc2nc(-c3ccccc3F)c(NC(=O)C34CC5CC(CC(C5)C3)C4)n2c1
    -5, -9, -8
> COC(=O)C(C)Sc1nc2sc3c(c2c(=O)n1-c1ccccc1)CCC3 (stereo not given)
    5, -9, -6
> COC(=O)C1=C(C)NC(C)=C(C(=O)OC)C1C(=O)OCC(=O)c1cc(C)n(C2CC2)c1C
    -1, -4, -6
> CCOCCCn1c(C)cn2c3c(=O)n(Cc4ccc(Br)cc4)c(=O)n(C)c3nc12
    9, -4, -1
> CCc1ccc(NC(=O)c2cc3ccccc3oc2=O)cc1
    0, -7, -5
> CN1CC(C(=O)Nc2ccc(=O)n(Cc3ccccc3)c2)CC1=O (stereo not given)
    1, /, -6
> COc1cc(=O)n(-c2ccc(C)cc2)nc1C(=O)NCc1ccc(C)cc1
    6, -7, -5
> Cc1nnsc1CN(C)C(=O)C(=O)c1ccco1
    6, /, -7
> C=CCN(Cc1cccc(OC)c1)C(=O)c1sc(NC)nc1C
    12, -13, 1
> COc1ccc(CCN(C)Cc2ccc(C(=O)N3C4CCC3CC(Oc3ccccc3C(C)C)C4)cc2)cc1OC (stereo not given)
    15, -7, -7
> CSc1ncccc1C(=O)Nc1ccc(C#N)cc1
    4, -8, -5
> O=C(c1cccs1)N(Cc1ccccc1OS(=O)(=O)c1ccc(F)cc1)CC1CCCO1 (stereo not given)
    1, -7, -3
> Nc1ccc2nc(SCC(=O)Nc3cccc(C(F)(F)F)c3)sc2c1
    -8, 0, -3
> Nc1nonc1C(=O)NCCNCc1cccs1
    8, /, -4
> COCCNC(=O)c1c(C)c(C)c(C)n1Cc1ccc(F)cc1
    -5, -1, -2
> O=C(NCCc1nc2c(s1)CCCC2)c1cc(=O)c2ccccc2o1
    5, /, -7
> CC(C)CCN(Cc1c(-c2ccccc2)noc1N1CCOCC1)C(=O)NC(C)C
    -3, -6, -7
> COc1ccc(S(=O)(=O)N2CCN(C(=O)c3ccc(-c4nnco4)cc3)CC2)cc1OC
    6, /, 0
> COc1cc2ccccc2cc1C(=O)Nc1ncnc2sccc12
    -6, -6, -1
> O=C(NC1CCN(c2ccccc2C(=O)N2CCCC2)CC1)C1CC1
    -1, 0, -2
> CCCCNC(=O)C1CN(C(=O)CC(C)(C)C)CC1c1ccc(F)cc1 (stereo not given)
    1, /, -8
> O=C(CSc1ncnc2c1nnn2Cc1ccc(F)cc1)NC1CCCC1
    18, -6, -7
> NC(=O)c1ncc(Cl)c(Cl)c1Cl
    5, /, -3
> O=C1Nc2ccccc2NC12CCN(Cc1cc3n(n1)CCNC3)CC2
    23, /, -4
> c1cncc(CCNc2nccn3ccnc23)c1
    -2, /, -7
> CCc1ccc(C(=O)N(CC(=O)N(Cc2ccccc2)Cc2ccco2)CC2CCCO2)cc1 (stereo not given)
    -4, -7, -15

# Additional records.
# Every second line gives: NPYLR7 ag, mcGAS inh, hcGAS inh
> CC(C)NC(=O)CN(C)C(c1ccccc1)c1nc(-c2ccccc2)no1 (stereo not given)
    4, /, -7
> CCCSc1ncccc1C(=O)NCCNc1cccc2ccccc12
    1, -3, -6
> CC(=O)Oc1c(-c2ccc(NC(=O)C3CCCC3)cc2)c(-c2ccc(F)cc2)nn1-c1ccccc1C
    -1, 0, 1
> COc1cc(NC(=O)c2ccc3c(c2)OCO3)c(OC)cc1Cl
    0, /, 1
> CC1Cc2cc(-c3cc(COC(=O)CSc4ncccn4)no3)ccc2O1 (stereo not given)
    1, /, 8
> O=C1C(c2ccc(F)cc2)C(c2ccccc2)N(c2ncn[nH]2)C1O (stereo not given)
    -4, /, 0
> CN(Cc1cnn(-c2ccc(F)cc2)c1)Cc1nc(-c2cccc(Cl)c2)no1
    6, /, -8
> COc1ccc(C2=N/C(=C/C(C)=C/c3ccccc3)C(=O)O2)cc1Br
    -8, -7, -6
> COc1ccc(C(=O)c2coc3ccc(O)cc23)cc1
    4, -6, -6
> Cc1ccc(CNC(=O)Cn2nnnc2CN2CCCC2)s1
    2, /, -6
> Cn1c2c(c(=O)n(C)c1=O)C(c1cccc3ccccc13)C1C(=O)CCCC1=N2 (stereo not given)
    -4, /, -3
> O=C(NC1CCN(c2ccccc2C(=O)NCc2ccc(F)cc2)CC1)c1ccc(Cl)cc1
    -10, -4, -3
> O=C(NCCOc1ccccc1)C(=O)c1ccc(C2CCCCC2)cc1
    -6, -6, -5
> O=C(c1cccc(F)c1)N(Cc1nccn1Cc1ccc(Cl)c(Cl)c1)C1CC1
    20, -6, -4
> O=C(Cc1cccs1)N1CCC(c2cn(Cc3cccc(F)c3)c3ccccc23)CC1
    2, -7, -7

# Shown with bars between the fields: part of the list above
SMILES | NPYLR7 ag | mcGAS inh | hcGAS inh
CC(=O)Oc1c(-c2ccc(NC(=O)C3CCCC3)cc2)c(-c2ccc(F)cc2)nn1-c1ccccc1C | -1 | 0 | 1
O=C1C(c2ccc(F)cc2)C(c2ccccc2)N(c2ncn[nH]2)C1O (stereo not given) | -4 | / | 0
COc1ccc(C(=O)c2coc3ccc(O)cc23)cc1 | 4 | -6 | -6
O=C(Cc1cccs1)N1CCC(c2cn(Cc3cccc(F)c3)c3ccccc23)CC1 | 2 | -7 | -7
CC(C)NC(=O)CN(C)C(c1ccccc1)c1nc(-c2ccccc2)no1 (stereo not given) | 4 | / | -7
CC1Cc2cc(-c3cc(COC(=O)CSc4ncccn4)no3)ccc2O1 (stereo not given) | 1 | / | 8
Cn1c2c(c(=O)n(C)c1=O)C(c1cccc3ccccc13)C1C(=O)CCCC1=N2 (stereo not given) | -4 | / | -3

# Next section
# Every second line gives: NPYLR7 ag, mcGAS inh, hcGAS inh
> CS(=O)(=O)c1ncc(CN2CCC[C@H]2C(N)=O)n1CCCc1ccccc1
    2, /, -3
> CCOC(=O)c1c(NC(=O)C(=O)c2c[nH]c3ccccc23)c(-c2ccc(OC)cc2)cn1Cc1ccccc1
    3, -7, -5
> O=C(COc1ccc(Cl)c(Cl)c1)NC1CC1
    -5, /, -10
> CC(=O)C1=C(c2ccc(C)cc2)N(C(C)=O)n2c(nnc2-c2ccc(Cl)cc2)S1
    1, /, -16
> Cc1ccccc1Cc1nnc(NC(=O)C(C)N2CCCC2)s1 (stereo not given)
    15, -16, -4
> Cc1nc(SCc2ncc(Cl)n2C)c(C(N)=O)c(C)c1C
    5, -15, -4
> O=C1OC(C23CC4CC(CC(C4)C2)C3)=NC1=Cc1ccc2c(c1)OCCO2
    1, /, -2
> COc1ccc(-n2c(=O)c3c4c(sc3n3cnnc23)CC(C)CC4)cc1 (stereo not given)
    -4, /, 0
> Cc1c(CN2CCC3(CC2)C(=O)NCCN3C)[nH]c2c(C)cccc12
    10, -9, -4
> COc1ccc(S(=O)(=O)NCc2nnnn2-c2ccc(C)cc2)cc1
    -5, 0, 4
> CCCCOc1ccc(S(=O)(=O)n2nc(C)c(S(=O)(=O)N3CCCCC3)c2C)cc1
    3, /, -5
> CC1=C(C(=O)OCCOc2ccccc2)C(c2ccc3c(c2)OCO3)NC(=O)N1 (stereo not given)
    -3, /, -2
> COc1cccc(/C=C2N=C(/C=C/c3ccccc3)OC/2=O)c1OC
    -1, /, 3
> CC(Oc1ccc(C#N)cc1)C(=O)NC(CC(=O)O)c1ccc(F)cc1 (stereo not given)
    13, -16, -9
> Cc1cn2c3c(=O)n(CC(=O)OCc4ccccc4)c(=O)n(C)c3nc2n1C
    2, -2, -6
> COc1ccc(CNC(=O)CCC2CCCN(C(=O)c3csc(C)n3)C2)c(OC)c1 (stereo not given)
    12, /, -9
> CCc1nn2c(NCCN(C)C)cc(C)nc2c1-c1ccccc1
    3, -2, 3
> CCC(C)C(=O)N(CCCOC)CC(=O)NCC(=O)Nc1ccc(C)cc1 (stereo not given)
    -3, -5, -7
> Fc1ccc(C2CCCN2c2nc(C3CC3)no2)cc1 (stereo not given)
    -2, /, -9
> COc1cccc2cc(-c3cc(=O)oc4cc(C)c(OC(=O)N5CCOCC5)cc34)oc12
    -3, -6, -12
> C/C=C/c1cnc(-c2cccnc2)nc1C1CCN(C(=O)[C@H]2C[C@@H]3C=C[C@H]2C3)CC1
    5, /, 1
> COc1cc(C2C(=C(O)c3ccc(Cl)cc3)C(=O)C(=O)N2Cc2cccnc2)cc(OC)c1OC (stereo not given)
    4, -6, -4
> CCOc1ccc2nc(N=Cc3nc(-c4cc(Cl)ccc4OC)oc3O)sc2c1
    -2, 0, -1
> O=C1CN(c2ccccc2)C(=O)N1Cc1ccc(F)cc1
    -2, /, 2
> COc1ccc(-c2nc3ncc4c(=O)n(CC5CCCO5)ccc4n3n2)cc1 (stereo not given)
    4, /, -3
> Cc1c(C)n2c3c(=O)n(C)c(=O)n(C)c3nc2n1CCN1CCC(Cc2ccccc2)CC1
    -1, -9, 1
> Cc1ccc(C(=O)NNC(=S)NC(C)(C)C)cc1
    -1, -8, -3
> COc1cccc(-n2nc(C(=O)NCc3cccnc3)c(=O)n(Cc3ccccc3)c2=O)c1
    7, -3, -2
> C=CCCOC(=O)N1CCC(=O)N(CCOC)C[C@H]2COc3cc(OC)ccc3[C@H]21
    7, -5, 3
> CS(=O)(=O)N1CCN(S(=O)(=O)CCNC(=O)C2c3ccccc3Oc3ccccc32)CC1
    7, /, -2
> CO[C@H](c1ccccc1)c1nc(CCc2ccccc2)nn1-c1ccccn1
    0, -11, -6
> Cc1nonc1CN(C)Cc1ccc(C(=O)Nc2c(C)nn(C)c2C)cc1
    6, /, 0
> CNC(=O)c1ccc(-c2cnc3ncc(Cc4ccc5ncccc5c4)n3n2)cc1F
    -2, -4, 1
> CCc1cc2c(c(CC)n1)CCC(=O)N2Cc1ccc(-c2ccccc2-c2nn[nH]n2)cc1
    -17, /, -1
> CNC(=S)NCc1ccc2c(c1)cc(C)n2C
    7, /, 1
